SENP1 inh – SENP1 (human) catalytic domain inhibition; Q9P0U3; recombinant SENP1 catalytic domain, CyPet-SUMO1-YPet FRET cleavage; inhibition, % at 10 µM; actives 0.21% (n = 360,000); AID 624204;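 active means inhibition at least 30% at 10 µM, raw YFP signal under a set limit, fluorescence ratio 0.5 to 1.5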;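 further: 0% = enzyme with DMSO and 100% = no enzyme wells; some results filed as inactive read as strong as hits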
Target sequence (Q9P0U3 419-644 limits assumed): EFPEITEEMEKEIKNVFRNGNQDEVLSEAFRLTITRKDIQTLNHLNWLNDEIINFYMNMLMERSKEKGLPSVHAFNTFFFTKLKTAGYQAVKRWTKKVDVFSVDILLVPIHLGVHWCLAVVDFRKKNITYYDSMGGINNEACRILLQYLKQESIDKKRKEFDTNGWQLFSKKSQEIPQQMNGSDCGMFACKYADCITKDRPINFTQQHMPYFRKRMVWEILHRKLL
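Test system: human SENP1 catalytic domain; medium: Tris pH 8 buffer plus EDTA, NaCl, BME, BSA, NP40, catalase; incubation: 50 min reaction at room temperature; technique: FRET, CFP and YFP emission; controls: no-enzyme low control and enzyme-plus-DMSO high control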
SENP8 inh – SENP8 (human) protease inhibition | inhibition, % at 20 µM | actives 0.64% (n = 360,000) | recombinant SENP8, Nedd8 substrate fluorescence | Q96LD8 | AID 602440; in the data active means inhibition mostly above about 40%, no sharp cut-off; inactive means mostly below about 27%
Target sequence (Q96LD8 whole entry, looked up): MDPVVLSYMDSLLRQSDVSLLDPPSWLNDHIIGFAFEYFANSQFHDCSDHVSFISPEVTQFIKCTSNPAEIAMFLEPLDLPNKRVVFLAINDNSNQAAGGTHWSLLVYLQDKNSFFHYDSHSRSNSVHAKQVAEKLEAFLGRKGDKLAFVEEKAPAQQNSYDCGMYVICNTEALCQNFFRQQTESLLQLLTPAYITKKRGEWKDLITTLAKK
Active calls of the source: *; i = inactive. A portion of the library; the hit share may differ from the screen's.

SMILES	SENP1 inh	SENP8 inh
CC(C)n1nnnc1C1c2ccccc2C(=O)N1C1CC1 (stereo not drawn)	2	14
CC(C)(C)NC(=O)C(c1ccncc1)n1c(-c2ccc(C(F)(F)F)cc2)nc2ccccc21 (stereo not drawn)	-3	-433
Cc1ccc(Cn2cc(CN3CC(N4CCCCC4)CS3(=O)=O)nn2)cc1 (stereo not drawn)	1	12
O=C1CN(CN2CCCCC2)C(=O)CN1CN1CCCCC1	-1	6
O=C(Cn1cc(COc2ccc(Cl)c(Cl)c2)nn1)NS(=O)(=O)c1ccccc1C(F)(F)F	1	10
OC(c1ccc(-c2ccccc2)cc1)c1ncc(-c2ccccc2F)[nH]1 (stereo not drawn)	0	19
CC(O)(c1cccnc1)c1nc(-c2ccc3c(c2)OCO3)cs1 (stereo not drawn)	0	13
CCc1nc2ccc(C(=O)Nc3cc(-c4ccccc4)ccc3OC)cn2c1N(CCN(C)C)CC1CC1	-28	-24
CC1(C(=O)Nc2ccc3[nH]ncc3c2)CCN1C(=O)CCc1ccccc1 (stereo not drawn)	2	-3
COc1ccc(-c2oc3c(c2C#CC2(O)CCCCC2)C(OC(C)=O)CCC3)cc1 (stereo not drawn)	2	-102
COc1ccc2oc3cc(NCCN(C)C)ccc3c(=O)c2c1	-60	-401
CCOC(=O)[C@]12CCC=C1N(Cc1ccco1)C(=O)[C@H](CC(=O)NCCCOC)C2	-5	1
CCOc1ccc(Cl)cc1-c1cc(C(=O)Nc2ccc(OC)nc2)[nH]n1	0	12
CC1(C(=O)NS(=O)(=O)c2ccc(Cl)cc2)CCN1C(=O)C1CCCCC1 (stereo not drawn)	1	6
CCCS(=O)(=O)NC(=O)C1(C)CCCN(C(=O)c2c(C)noc2C)C1 (stereo not drawn)	2	7
O=C(/C=C/[C@H]1O[C@@H](n2ccc(=O)[nH]c2=O)[C@H](O)[C@@H]1O)NCc1ccc2c(c1)OCO2	-1	19
COc1cc(C)ccc1S(=O)(=O)NC(=O)C1(C)CCN1C(=O)COc1ccc(Cl)cc1 (stereo not drawn)	0	10
CC(C)(C)OC(=O)C(Oc1ccccc1[N+](=O)[O-])C(=O)OC(C)(C)C	3	29
CN(C)c1ccc(-c2ccnc3c2CC(C)(C(=O)Nc2ccc(Cl)cc2)O3)cc1 (stereo not drawn)	-1	i
CNc1cccc(-c2cccc(O)c2)n1	0	-207
Cc1cn([C@H]2C[C@H](O)[C@@H](/C=C/C(=O)NCc3ccc4c(c3)OCO4)O2)c(=O)[nH]c1=O	1	19
O=C1NC[C@H](Cc2ccc(O)cc2)N(C[C@@H]2CCCN2C[C@H](Cc2ccccc2)N2C[C@H](Cc3ccccc3)N(CC3CCCCCC3)C(=O)C2=O)C1=O	1	8
Cc1cccc(C)c1NC(=O)C(c1ccncc1)N1CCN(C)CC1 (stereo not drawn)	1	26
OC1c2c(F)cccc2N=C2CCCCN21 (stereo not drawn)	-4	-393
CCCCNC(=O)C1(C)CCN1C(=O)c1c(F)ccc(C)c1F (stereo not drawn)	1	22
COc1ccc(CNC(=O)C2(C)Cc3c(-c4cccc(NC(C)=O)c4)ccnc3O2)cc1OC (stereo not drawn)	1	21
Clc1ccc2c(-c3ccccc3)nc(-c3cccs3)nc2c1	-2	-260
O=C(C(=O)N1CCN(C(=O)c2ccco2)CC1)c1cc2ccccc2o1	-5	15
CN(C)c1ccc(-c2[nH][nH]c(=O)c2NC(=O)c2ccc3ccccc3n2)cc1	10	-386
COC(=O)Cn1nnnc1-c1nc2cc(C)c(C)cc2[nH]c1=O	-22	-386
COC(=O)[C@]12CCCCC=C1N(Cc1ccc3c(c1)OCO3)C(=O)[C@H](CC(=O)N1CCC(c3ccccc3)CC1)C2	2	34
O=C(c1[nH]c(C(F)(F)F)nc1-c1ccccc1)N1CCc2ccccc2C1	-1	9
COc1ccc(CNC(=O)Nc2nc(C(N)c3ccccc3)cs2)cc1 (stereo not drawn)	0	8
Cc1cc2nc(-c3ccc(F)cc3)c(CC3CCCCC3)n2c(C)c1Br	0	3
COc1ccc(CC(N)c2csc(Nc3cc(NCc4ccco4)ncn3)n2)cc1 (stereo not drawn)	-28	-32
CCC(=O)N1CCC1(C)C(=O)Nc1ccc(C)c(C)c1 (stereo not drawn)	-1	13
COCCNC(=O)C1(C)CCCN(C(=O)c2cc(F)cc(F)c2)C1 (stereo not drawn)	0	-2
Cc1ccc(Cc2c(C(C)(C)C)nc3ccc(Br)cn23)cc1	-1	-24
COc1ccc(Br)c(Cn2c(C)c(C(=O)NCc3cccs3)sc2=O)c1	0	4
CCCCc1ccc(S(=O)(=O)NC(=O)C2(C)CCN2C(=O)c2c(C)noc2C)cc1 (stereo not drawn)	0	20
COc1ccccc1-c1cccc(-c2nc(C(=O)N3CCCCC3)cc3c2[C@@H](CCO)N(S(=O)C(C)(C)C)C3)c1 (stereo partly drawn)	3	12
Cc1ccccc1-c1cnc(C(O)c2cccc(C)c2C)[nH]1 (stereo not drawn)	1	9
O=C(NCc1cc(Cl)cc(Cl)c1)c1csc([C@@H]2C[C@H](O)[C@@H](CO)O2)n1	-2	9
COc1ccc(NC(=S)Nc2ccc3c(c2)c(=O)n(C)n3-c2ccccc2)cc1	-7	i
OC[C@@H]1CN(Cc2ccc(Cl)cc2)C[C@H](n2cnc3c(Nc4ccccc4)ncnc32)O1	3	-6
N#Cc1cccc(NC(=O)c2cc(C3CCCCN3C(=O)C3CC3)on2)c1 (stereo not drawn)	0	16
OC[C@@H]1CN(Cc2ccccc2)C[C@H](n2cnc3c(NC4CCCC4)ncnc32)O1	3	4
O=C(Nc1ccccc1F)c1csc([C@@H]2C[C@H](O)[C@@H](CO)O2)n1	-1	14
C[C@H]1CN([C@@H](C)CO)C(=O)CCCn2nncc2CO[C@@H]1CN(C)Cc1cccc(C(=O)O)c1	2	13
CCCN(CCC)Cc1cc(=O)oc2cc(C)cc(C)c12	1	10
Next part
SMILES	SENP1 inh	SENP8 inh
CC1(Cc2ccccc2Cl)C(=O)Nc2c(Cl)ccc(Cl)c21 (stereo not drawn)	2	0
COc1ccc(CC(=O)Nc2nc(OCCN3CCCC3=O)cnc2-c2cccc(C(F)(F)F)c2)cc1	4	-16
O=C(NCc1ccccc1)c1cc(C2CCCN(C(=O)CCc3ccccc3)C2)on1 (stereo not drawn)	1	14
CN(Cc1ccccc1)c1nccn2ccnc12	-1	7
COc1cc(NC(=O)C2(C)CCCN(C(C)C)C2)cc(OC)c1OC (stereo not drawn)	1	7
COc1ccc(Cc2c(-c3ccc(OC)c(OC)c3)nc3ccc(C)cn23)c(C)c1	-2	-347
Cc1ccc(S(=O)(=O)Nc2ccccc2[N+](=O)[O-])cc1	1	31
CCCCC(=O)N(C)c1c(CC)nc2c(OCC(N)=O)cccn12	-3	6
CC(C)NC(=O)C1(C)CSCC(=O)N1C1CCN(Cc2ccccc2)CC1 (stereo not drawn)	1	15
COCCCNC(=O)c1cccc2c(-c3ccc(OC)cc3C)coc12	0	14
CC(=O)Nc1ccc(NC(=O)C2(C)Cc3c(-c4cccc(C(F)(F)F)c4)ccnc3O2)cc1 (stereo not drawn)	-2	6
Cc1cc(C)n(CCNC(=O)[C@H]2O[C@@H](n3cnc4c(N)ncnc43)[C@H](O)[C@@H]2O)n1	2	13
O=c1cc(CN2CCN(c3ccc(Cl)c(Cl)c3)CC2)c2ccccc2o1	-1	34
CC(=O)c1cccc(-c2ccnc3c2CC(C(=O)NCc2ccco2)O3)c1 (stereo not drawn)	0	0
O=C(NCCN1CCC(n2c(=O)[nH]c3ccccc32)CC1)N1c2ccccc2Sc2ccccc21	0	12
O=[N+]([O-])c1cccc(COc2ccccc2CO)c1	-1	8
COc1cc(-c2c(C(=O)c3ccccc3)[nH]c(N)c2C(N)=O)ccc1F	0	11
CC(C)c1ccc([C@@H]2O[C@H](CCc3ccccc3)CC3=C2C(=O)OC(C)(C)O3)cc1	0	12
Cc1ccc(CN2CC(N3CCN(c4ccccn4)CC3)CS2(=O)=O)cc1 (stereo not drawn)	1	7
O=C(Nc1ccc(F)cc1)C(c1cccc(F)c1)N1CCN(CC(=O)N2CCCC2)CC1 (stereo not drawn)	1	23
CCSc1ccc(-c2cc(NC=O)c3ncc(-c4cccc(C(=O)N(C)C)c4)n3c2)cc1	-15	-389
O=C(NC(c1ccc(F)cc1)c1ccc2ccccc2n1)C1CCN(Cc2ccc3ccccc3n2)CC1 (stereo not drawn)	-25	1
CC(C)OC(=O)/C=C1\C[C@@H](c2ccccc2C(F)(F)F)O[C@@H](c2ccccc2C(F)(F)F)O1	2	13
COC(=O)c1ccc(N2C(c3cc(OC)cc(OC)c3)=Cc3ccc(-c4cccnc4)cc3C2CC(=O)C2CC2)cc1 (stereo not drawn)	-23	-383
COC(=O)[C@]12CCCCC=C1N(Cc1ccco1)C(=O)[C@H](CC(=O)N1CCC(c3ccccc3)CC1)C2	-3	10
CCc1nc2c(OCC(=O)c3ccc(Cl)cc3Cl)cccn2c1N(C)C(=O)c1ccncc1	-2	-8
COCCNC(=O)C1(C)CCCN(Cc2cc(-c3ccccc3)nn2C)C1 (stereo not drawn)	0	16
CCNC(=O)C1(C)CCN(C(=O)c2ccc(N(C)C)cc2)C1 (stereo not drawn)	1	17
Cc1cccc(S(=O)(=O)NC(=O)C2(C)CCN2C(=O)c2ccccc2CCc2ccccc2)c1 (stereo not drawn)	2	17
CCN(CC)C(=O)c1ccc2sc([C@H]3C[C@H](O)[C@@H](CO)O3)nc2c1	-2	7
O=C(Nc1nccs1)c1csc([C@H]2C[C@H](O)[C@@H](CO)O2)n1	3	3
CN(C)c1cccc(CNC(=O)c2csc([C@@H]3C[C@H](O)[C@@H](CO)O3)n2)c1	0	0
NC(=O)c1cnc(Cc2c[nH]c3ccccc23)c(I)c1	0	13
COc1ccc(CCCNC(=O)C2Cc3c(-c4ccc(NC(C)=O)cc4)ccnc3O2)cc1 (stereo not drawn)	1	0
CC(C)C(N)c1csc(Nc2ccccn2)n1 (stereo not drawn)	-1	4
CSc1nc(=O)n(CCC#N)nc1SC	2	2
CCC(CC)C(=O)N(C)c1c(C)nc2c(OCc3ccccc3C)cccn12	1	6
CCc1nc2ccc(C(=O)Nc3cc(-c4ccccc4)ccc3OC)cn2c1N(C)Cc1nccs1	-21	-11
O=C(NCc1ccc(F)cc1)c1cc(C2CCCCN2C(=O)OCCF)on1 (stereo not drawn)	2	-4
COCCCNC(=O)C[C@@H]1C[C@@]2(C(=O)OC)CC(C)(C)CC=C2N(CCc2ccc(OC)c(OC)c2)C1=O	4	17

Reformatted with values under each structure: 14 of the compounds above.
The line under a structure holds: SENP1 inh, SENP8 inh
> CC(C)n1nnnc1C1c2ccccc2C(=O)N1C1CC1 (stereo not drawn)
    2, 14
> CC(C)(C)NC(=O)C(c1ccncc1)n1c(-c2ccc(C(F)(F)F)cc2)nc2ccccc21 (stereo not drawn)
    -3, -433
> Cc1ccc(Cn2cc(CN3CC(N4CCCCC4)CS3(=O)=O)nn2)cc1 (stereo not drawn)
    1, 12
> O=C1CN(CN2CCCCC2)C(=O)CN1CN1CCCCC1
    -1, 6
> O=C(Cn1cc(COc2ccc(Cl)c(Cl)c2)nn1)NS(=O)(=O)c1ccccc1C(F)(F)F
    1, 10
> OC(c1ccc(-c2ccccc2)cc1)c1ncc(-c2ccccc2F)[nH]1 (stereo not drawn)
    0, 19
> CC(O)(c1cccnc1)c1nc(-c2ccc3c(c2)OCO3)cs1 (stereo not drawn)
    0, 13
> CCc1nc2ccc(C(=O)Nc3cc(-c4ccccc4)ccc3OC)cn2c1N(CCN(C)C)CC1CC1
    -28, -24
> CC1(C(=O)Nc2ccc3[nH]ncc3c2)CCN1C(=O)CCc1ccccc1 (stereo not drawn)
    2, -3
> COc1ccc(-c2oc3c(c2C#CC2(O)CCCCC2)C(OC(C)=O)CCC3)cc1 (stereo not drawn)
    2, -102
> COc1ccc2oc3cc(NCCN(C)C)ccc3c(=O)c2c1
    -60, -401
> CCOC(=O)[C@]12CCC=C1N(Cc1ccco1)C(=O)[C@H](CC(=O)NCCCOC)C2
    -5, 1
> CCOc1ccc(Cl)cc1-c1cc(C(=O)Nc2ccc(OC)nc2)[nH]n1
    0, 12
> CC1(C(=O)NS(=O)(=O)c2ccc(Cl)cc2)CCN1C(=O)C1CCCCC1 (stereo not drawn)
    1, 6

New compounds follow
SMILES	SENP1 inh	SENP8 inh
Brc1ccc([C@H]2C=C[C@H]3CCCN4CC[C@H]2[C@@H]3[C@]42CO2)cc1	3	12
CCC(CC)C(=O)N(C)c1c(C)nc2c(OCc3ccccc3C(=O)OC)cccn12	2	13
O=C(CC[C@H]1O[C@@H](n2ccc(=O)[nH]c2=O)[C@H](O)[C@@H]1O)N[C@H](Cc1ccccc1)C(=O)NCCCN1CCCC1=O	-1	22
Cc1cc(C(=O)N2CCCC2(C)C(=O)O)c(C)o1 (stereo not drawn)	-6	5
COc1ccc(C(=O)N2CCOCC2c2cc(C(=O)NCc3ccccc3)no2)cc1 (stereo not drawn)	0	10
CC(C)(C)CNC(=O)C1(C)CCN1C(=O)c1ccccc1CCc1ccccc1 (stereo not drawn)	-3	12
OCCCNc1ncnc2c1ncn2[C@H]1CN(Cc2ccc3c(c2)OCO3)C[C@@H](CO)O1	2	0
C/C=C/c1cccc(-c2nc(C(=O)N3CCCCC3)cc3c2[C@H](CCO)N(C(=O)NC(C)C)C3)c1	2	26
COc1ccc(CCNC(=O)Nc2ccc3c(c2)c(=O)n(C)n3C)cc1OC	-1	i
Cc1ccc(Cc2c(-c3cccc(Cl)c3)nc3ccc(Cl)cn23)cc1	0	-245
COc1cc2c(cc1OC)/C(=C/C(=O)OCc1ccccc1)OC2	1	15
C[C@]1(CC/C(=C/CO)CO)[C@H](C=O)CC[C@@]23COC(=O)C2=CCC[C@@H]31	2	7
COc1ccc(-c2ccc(N3C(c4cc(OC)cc(OC)c4)=Cc4ccc(OC)cc4C3CC(C)=O)cc2)cc1 (stereo not drawn)	-85	-390
Cc1cc(F)ccc1-c1cc(C(=O)Nc2ccc(F)cc2)[nH]n1	2	8
